Bioassay records as filed in PubChem.
TrxR1 substrate – substrates of rat thioredoxin reductase 1; AID 588456; Potency, µM (titrated, usually from 114 µM), for inactives: at the top dose activity change, negative = substrate turnover; O89049; purified TrxR1 substrate turnover, NADPH consumption readout; 0.01% of 390,000 active; further: on the % scale 0 is the no-effect control and ±100 the full control effect; nearly all actives have a fitted effect of over 50% in size
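Rat TrxR1, dispensed at 90 nM, was prereduced with 400 uM NADPH (final) for 5 min at ~22 deg C, then incubated with compound 15 min before 400 uM selenite. A first-read NADPH fluorescence drop versus no-compound background flagged substrates.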
IDH1 R132H inh – inhibitors of human mutant IDH1 R132H. O75874. IDH1-R132H enzyme, NADPH consumption, diaphorase/resazurin fluorescence. Potency, µM (titrated, usually from 76.6 µM), inactives show at the top dose activity change, negative = inhibition, actives largely listed as inhibitors. 0.093% of 390,000 active. AID 602179; further: on the % scale 0 is the no-effect control and ±100 the full control effect; nearly all actives have a fitted effect of over 65% in size
Target sequence (O75874 whole entry R132H, stated change not applied): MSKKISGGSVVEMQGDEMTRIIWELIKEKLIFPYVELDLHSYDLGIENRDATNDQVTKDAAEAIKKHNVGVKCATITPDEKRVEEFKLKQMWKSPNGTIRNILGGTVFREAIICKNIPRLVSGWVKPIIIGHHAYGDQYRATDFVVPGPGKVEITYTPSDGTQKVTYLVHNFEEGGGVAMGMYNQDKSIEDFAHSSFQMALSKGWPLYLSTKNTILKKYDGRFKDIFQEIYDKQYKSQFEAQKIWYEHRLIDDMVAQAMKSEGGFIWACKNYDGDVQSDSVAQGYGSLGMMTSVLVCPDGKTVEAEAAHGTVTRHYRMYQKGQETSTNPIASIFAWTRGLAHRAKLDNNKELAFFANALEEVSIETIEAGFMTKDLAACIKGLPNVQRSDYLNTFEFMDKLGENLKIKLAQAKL
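IDH1-R132H (0.5 ug/mL) preincubated 30 min with compound, then NADPH (0.016 mM) and alpha-KG (2 mM) added; 80 min at RT, pH 7.5. Remaining NADPH coupled via diaphorase/resazurin to fluorescence (540/590 nm); concentration-response curves normalized to no-enzyme control.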
USP1-UAF1 inh – blocks the human USP1/UAF1 deubiquitinase complex | recombinant USP1/UAF1, Ub-Rhodamine cleavage fluorescence | AID 743255 | Potency, µM (doses to about 57.1 µM), inactives show top-dose activity change, negative = inhibition, hits mostly inhibitors | 0.23% of 390,000 active; further: on the % scale 0 is the no-effect control and ±100 the full control effect; nearly all actives have a fitted effect of over 60% in size; inactives centre near -12
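High-throughput fluorogenic screen: 1nM USP1/UAF1 complex, Ub-Rho substrate 150nM final, 50mM HEPES pH 7.8 with 0.5mM EDTA, 0.1 mg/ml BSA, 1mM TCEP and 0.01% Tween-20.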
12-LOX inh – blocks human arachidonate 12S-lipoxygenase | purified 12hLO, xylenol orange hydroperoxide absorbance | P18054 | 1.1% of 580,000 active | Potency, µM (top dose mostly 108 µM), for the others: at the top dose activity change, negative = inhibition, hits mostly inhibitors | AID 1671190; further: on the % scale 0 is the no-effect control and ±100 the full control effect
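Hydroperoxide product was detected by ferrous iron/xylenol orange as the 573 to 405 nm absorbance ratio. Arachidonic acid at 40 uM (final) was turned over for 30 min at room temperature by 150 nM human 12hLO, pH 7.0 Hepes buffer, after 15 min compound preincubation.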
RXFP1 agonist – agonists of human relaxin receptor RXFP1; Q9HBX9; Potency, µM (titrated, usually from 57.5 µM), inactives show at the top dose activation, usual class: activators; 0.3% of 370,000 active; AID 2676; HEK293T-RXFP1 cAMP TR-FRET, 30 min; response scale: percent of porcine relaxin response, buffer zero; further: on the % scale 0 is the no-effect control and ±100 the full control effect; nearly all actives have a fitted effect of over 60% in size; many of its hits are not listed in these tables
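Agonist response is measured as cAMP accumulation in an RXFP1-transfected HEK293T line under PDE4 inhibition. Values are scaled between buffer-only and 29 nM porcine relaxin, and EC50s come from standard Hill equation fits.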
TrxR1 inh – blocks rat thioredoxin reductase 1; O89049; recombinant rTrxR1, NADPH fluorescence consumption, selenite substrate; Potency, µM (highest dose often 114 µM), inactives show at the highest dose activity change, negative = inhibition, usual class: inhibitors; 1% of 390,000 active; further: on the % scale 0 is the no-effect control and ±100 the full control effect; nearly all actives have a fitted effect of over 65% in size
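Rat TrxR1 (90 nM in the dispensed reagent) was pre-reduced with 400 uM NADPH for 5 min at room temperature, then incubated with compound for 15 min. After 400 uM selenite was added, NADPH fluorescence (Ex 340/Em 450 nm) was followed for 8 min.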
RGS4 inhibitor – blocks human RGS4-accelerated GTP hydrolysis | 0.039% of 390,000 active | Transcreener GDP fluorescence polarization, RGS4-accelerated GTP hydrolysis | P49798 | Potency, µM (series often up to 114 µM), inactives show at the highest dose activity change, negative = inhibition, most hits filed as inhibitors | AID 504845; further: on the % scale 0 is the no-effect control and ±100 the full control effect; nearly all actives have a fitted effect of over 75% in size; some results filed as inactive show a strong effect at the top dose
Target sequence (P49798 whole entry, looked up): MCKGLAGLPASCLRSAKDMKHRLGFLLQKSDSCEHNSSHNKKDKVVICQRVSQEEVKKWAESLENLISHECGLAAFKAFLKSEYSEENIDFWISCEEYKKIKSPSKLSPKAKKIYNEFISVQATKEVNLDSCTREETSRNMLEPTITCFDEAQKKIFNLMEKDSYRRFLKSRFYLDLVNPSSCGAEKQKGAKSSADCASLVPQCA
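MLSMR compounds (23 nl, pin-transferred) preincubated 10 min at room temperature with a 500nM (2x) first reagent, then RGS4 at 900nM (2x) plus Transcreener GDP mix added; fluorescence polarization (620/688 nm) read before and after 90 min at 30 °C.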
Vif-APOBEC3G blk – Vif-A3G binding inhibition; AID 602310; HeLa A3G-eYFP + Vif (tagged APOBEC3G with the HIV-1 protein that degrades it), YFP fluorescence, overnight; Potency, µM (series often up to 46.1 µM), for the others: top-dose activity, negative = active, hits mostly inhibitors; 0.076% of 410,000 active;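 further: on the % scale 0 is the no-effect control and ±100 the full control effect; nearly all actives have a fitted effect of over 60% in size; hits raise eYFP signal because A3G escapes Vif-driven loss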
Target sequence (Q9HC16 whole entry, looked up): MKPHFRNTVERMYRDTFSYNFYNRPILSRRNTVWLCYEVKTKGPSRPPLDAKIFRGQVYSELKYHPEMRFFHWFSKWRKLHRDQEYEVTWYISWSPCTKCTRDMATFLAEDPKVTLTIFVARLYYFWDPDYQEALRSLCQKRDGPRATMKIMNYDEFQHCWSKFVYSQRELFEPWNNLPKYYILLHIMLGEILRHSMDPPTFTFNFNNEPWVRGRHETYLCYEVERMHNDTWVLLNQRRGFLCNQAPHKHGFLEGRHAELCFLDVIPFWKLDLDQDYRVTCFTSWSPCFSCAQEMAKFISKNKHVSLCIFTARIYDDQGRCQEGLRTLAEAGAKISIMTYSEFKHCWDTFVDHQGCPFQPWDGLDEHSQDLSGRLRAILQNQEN
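HeLa cells stably expressing Vif and C-terminally eYFP-tagged A3G, seeded overnight at 37 deg C, then exposed to compound by pintool overnight at 37 deg C. Rise in yellow fluorescence (Ex 488/Em 500-530, Acumen) marks blocked Vif-driven A3G degradation.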
Vif-APOBEC3F blk – Vif-A3F binding inhibition. 0.2% of 390,000 active. Potency, µM (top dose mostly 46.1 µM), without a hit: top-dose activity, negative = active. HeLa A3F-eYFP + Vif (tagged APOBEC3F with the HIV-1 protein that degrades it), YFP fluorescence increase; further: % of control where 0% means no effect; nearly all actives have a fitted effect of over 65% in size
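HeLa cells stably expressing A3F-eYFP plus Vif, plated and incubated overnight at 37 deg C, then exposed to compounds overnight at 37 deg C. Blocked degradation read as raised yellow fluorescence (Ex 488/Em 500-530).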
Numbers without * were called inactive; [ ] = dose if it differs, or a comment. The call rests on the fitted dose curve; in most records, active means well fitted curve in the direction sought with a large enough effect; inconclusive means small, poorly fitted or top-dose-only effect, or another doubt; inactive means no such curve, though single readings can be large; an effect the other way counts as inactive or inconclusive. Potency means the concentration at half of the fitted maximal effect. An excerpt; rates above refer to the full screens.

For COc1ccccc1C(=O)NCCC(=O)N(C)Cc1cccs1 the results were TrxR1 substrate -10.7%, IDH1 R132H inh -1.5%, USP1-UAF1 inh 2.0%, 12-LOX inh -0.1%, RXFP1 agonist -0.9%, TrxR1 inh -10.6%, RGS4 inhibitor 2.1%, Vif-APOBEC3G blk -1.6% and Vif-APOBEC3F blk -25.8%.
COc1ccc(S(=O)(=O)N2CCCCCC2)cc1NC(=O)Cc1ccc(OC)c(OC)c1 was read as TrxR1 substrate 7.2%[57.1 µM], IDH1 R132H inh 0.0%, USP1-UAF1 inh -17.3%, 12-LOX inh inconclusive, TrxR1 inh 14.0%, RGS4 inhibitor -14.1%, Vif-APOBEC3G blk 0.9% and Vif-APOBEC3F blk -10.4%.
Screening COC/C=C/C1=CC2=CC(=O)C(C)(OC(=O)c3cnc4ccccc4n3)C(=O)C2=CN1CCN1CCOCC1 (stereo not given) returned TrxR1 substrate 1.9%[57.1 µM], IDH1 R132H inh -5.6%, USP1-UAF1 inh inconclusive, 12-LOX inh -14.1%, RXFP1 agonist 4.0%, TrxR1 inh inconclusive, RGS4 inhibitor -16.6%, Vif-APOBEC3G blk -6.6% and Vif-APOBEC3F blk 6.3%.
Screening Cc1onc(-c2ccccc2)c1NC(=O)N(CCC#N)Cc1cccs1 returned TrxR1 substrate -2.0%, IDH1 R132H inh -3.5%, USP1-UAF1 inh 2.7%, 12-LOX inh 145.7%[activator], RXFP1 agonist 5.1%, TrxR1 inh 25.5%, RGS4 inhibitor 17.7%, Vif-APOBEC3G blk 1.0% and Vif-APOBEC3F blk 6.3%.
CCC(=O)N1CCc2cc(Br)cc(S(=O)(=O)N3CCN(c4cccc(Cl)c4)CC3)c21 was read as TrxR1 substrate 9.0%[2.29 µM], IDH1 R132H inh -10.8%, USP1-UAF1 inh -6.8%, 12-LOX inh -11.4%, RXFP1 agonist -0.2%, TrxR1 inh 21.3%, RGS4 inhibitor 6.7%, Vif-APOBEC3G blk 0.6% and Vif-APOBEC3F blk -2.2%.
Screening C[C@@H]1CN([C@@H](C)CO)C(=O)CCCn2nncc2CO[C@H]1CN(C)C(=O)OCc1ccccc1 returned IDH1 R132H inh -3.8%, USP1-UAF1 inh -23.9%, 12-LOX inh 25.5%, Vif-APOBEC3G blk 1.0% and Vif-APOBEC3F blk 0.4%.
For COc1cc(NC(=O)c2cc(-c3ccccc3Cl)on2)cc(OC)c1OC the results were TrxR1 substrate 1.8%[2.29 µM], IDH1 R132H inh -0.8%, USP1-UAF1 inh -4.0%, 12-LOX inh -8.0%, RXFP1 agonist 0.1%, TrxR1 inh 15.0%[57.1 µM], RGS4 inhibitor 3.6%, Vif-APOBEC3G blk inconclusive and Vif-APOBEC3F blk 3.0%.
For Cc1ccc(Cl)cc1NC(=S)N(CCN(C)C)Cc1cccs1 the results were TrxR1 substrate -3.9%, IDH1 R132H inh 0.0%, USP1-UAF1 inh -7.9%, 12-LOX inh -9.5%, RXFP1 agonist 2.6%, TrxR1 inh -3.8%, RGS4 inhibitor -32.2%, Vif-APOBEC3G blk 1.4% and Vif-APOBEC3F blk 7.1%.
CC1(C)Cc2ccccc2-c2n[nH]c(=S)n21 was read as TrxR1 substrate -1.7%, IDH1 R132H inh 0.3%, USP1-UAF1 inh -1.6%, 12-LOX inh inconclusive, RXFP1 agonist 27.1%, TrxR1 inh -8.7%, RGS4 inhibitor -29.9%, Vif-APOBEC3G blk 1.4% and Vif-APOBEC3F blk -0.4%.
For CN(C)C(=O)CN1C(=O)NC2(CCc3ccccc32)C1=O (stereo not given) the results were TrxR1 substrate 17.7%, IDH1 R132H inh -1.5%, USP1-UAF1 inh -6.2%, RXFP1 agonist -0.1%, TrxR1 inh 29.9%, RGS4 inhibitor 20.2%, Vif-APOBEC3G blk 3.3% and Vif-APOBEC3F blk 6.5%.
N#C/C(=C\c1cn[nH]c1-c1ccccc1)C(=O)NC1CCCCCC1 was read as TrxR1 substrate -13.2%, IDH1 R132H inh 5.1%, USP1-UAF1 inh -11.1%, 12-LOX inh 10.6%, RXFP1 agonist 1.4%, TrxR1 inh 5.8%, RGS4 inhibitor -10.2%, Vif-APOBEC3G blk -6.1% and Vif-APOBEC3F blk -3.2%.
For Clc1cccc(-c2noc3ncnc(NC4CCCCC4)c23)c1 the results were TrxR1 substrate -5.9%, IDH1 R132H inh 26.2%, USP1-UAF1 inh -0.6%, 12-LOX inh -7.1%, RXFP1 agonist 11.4%, TrxR1 inh -4.9%, RGS4 inhibitor -5.5%, Vif-APOBEC3G blk 3.5% and Vif-APOBEC3F blk -1.3%.
For CC(OC(=O)c1nc(Cl)ccc1Cl)C(=O)Nc1ccc2c(c1)OCCO2 (stereo not given) the results were TrxR1 substrate 3.0%, IDH1 R132H inh 10.5%, USP1-UAF1 inh -23.6%, 12-LOX inh 1.3%, RXFP1 agonist 0.1%, TrxR1 inh 16.7%, RGS4 inhibitor -21.9%, Vif-APOBEC3G blk 3.1% and Vif-APOBEC3F blk -12.4%.
Screening O=c1n(Cc2ccc(Cl)cc2)nc2n1-c1ccccc1OC2 returned TrxR1 substrate 1.6%, IDH1 R132H inh -7.1%, USP1-UAF1 inh -15.6%, 12-LOX inh 0.2%, RXFP1 agonist 1.9%, TrxR1 inh 8.1%, RGS4 inhibitor 14.0%, Vif-APOBEC3G blk 4.5% and Vif-APOBEC3F blk 2.4%.
COC(=O)[C@H](CC(C)C)NC(=O)Nc1ccc(S(N)(=O)=O)cc1 was read as TrxR1 substrate -8.3%, IDH1 R132H inh -5.3%, USP1-UAF1 inh -17.0%, 12-LOX inh -8.5%, RXFP1 agonist 0.9%, TrxR1 inh -12.7%, RGS4 inhibitor 2.6%, Vif-APOBEC3G blk -7.2% and Vif-APOBEC3F blk -3.4%.
Screening COc1cc(NC(=O)Nc2ccccc2OC)c(OC)cc1NC(=O)CN1CCCCC1 returned TrxR1 substrate -9.7%[57.1 µM], IDH1 R132H inh 5.7%, USP1-UAF1 inh inconclusive, 12-LOX inh 7.0%, RXFP1 agonist 1.4%, TrxR1 inh 14.7%[57.1 µM], RGS4 inhibitor -24.4%, Vif-APOBEC3G blk -8.0% and Vif-APOBEC3F blk -0.7%.
For O=C(Cc1ccccc1)NN1C(=O)C2C3C=CC(C3)[C@@H]2C1=O (stereo not given in full) the results were TrxR1 substrate 0.9%, IDH1 R132H inh -8.4%, USP1-UAF1 inh -13.9%, 12-LOX inh 6.4%, RXFP1 agonist 0.0%, TrxR1 inh 7.4%, RGS4 inhibitor -23.7%, Vif-APOBEC3G blk -0.2% and Vif-APOBEC3F blk -7.0%.
Screening COc1cccc(N2CC(C(=O)Nc3nnc(SCCC4OCCO4)s3)CC2=O)c1 (stereo not given) returned TrxR1 substrate -4.3%, IDH1 R132H inh 2.9%, USP1-UAF1 inh -17.8%, 12-LOX inh -7.6%, RXFP1 agonist 0.0%, TrxR1 inh -19.6%, RGS4 inhibitor -28.0%, Vif-APOBEC3G blk -0.5% and Vif-APOBEC3F blk 6.3%.
For Cc1ccccc1CNC(=O)C1CCC(=O)N(C2CC2)C1 (stereo not given) the results were TrxR1 substrate 6.6%, IDH1 R132H inh 0.1%, USP1-UAF1 inh -19.6%, 12-LOX inh 4.3%, RXFP1 agonist -1.0%, TrxR1 inh 14.4%, RGS4 inhibitor 6.5%, Vif-APOBEC3G blk 1.2% and Vif-APOBEC3F blk 2.6%.
COc1ccc(C(=O)Nc2cccc(OC(=O)c3ccco3)c2)cc1 was read as TrxR1 substrate 1.6%[0.457 µM], IDH1 R132H inh -4.9%, USP1-UAF1 inh -11.6%, 12-LOX inh 24.5%, RXFP1 agonist 0.5%, TrxR1 inh 3.5%, RGS4 inhibitor -24.1%, Vif-APOBEC3G blk -0.9% and Vif-APOBEC3F blk 9.4%.
CCCCNC(=O)c1cc2n(n1)CCCN(Cc1ccc(C)cc1)C2=O was read as TrxR1 substrate 1.8%[57.1 µM], IDH1 R132H inh -8.0%, USP1-UAF1 inh -25.7%, 12-LOX inh -15.6%, RXFP1 agonist 1.7%, TrxR1 inh 4.5%[57.1 µM], RGS4 inhibitor -10.7%, Vif-APOBEC3G blk -0.3% and Vif-APOBEC3F blk 4.5%.
`Cc1cc([N+](=O)[O-])ccc1NCc1cccc([N+](=O)[O-])c1` gave TrxR1 substrate -4.2%, IDH1 R132H inh 4.5%, USP1-UAF1 inh -16.3%, 12-LOX inh -33.5%, RXFP1 agonist 5.8%, TrxR1 inh 5.2%, RGS4 inhibitor -33.5%, Vif-APOBEC3G blk -0.6% and Vif-APOBEC3F blk -11.0%.
`CSCC[C@H](NC(=O)N1CCn2c1nc1ccccc12)C(=O)NC1CC1` gave TrxR1 substrate -1.1%, IDH1 R132H inh -2.9%, USP1-UAF1 inh -8.3%, 12-LOX inh 14.5%, RXFP1 agonist -0.7%, TrxR1 inh 18.9%, RGS4 inhibitor -3.0%, Vif-APOBEC3G blk 0.6% and Vif-APOBEC3F blk 1.4%.
